Bioassay records deposited in PubChem by several laboratories.
CYP2C19 inhib – blocks human cytochrome P450 2C19; P33261; CYP2C19 Supersomes, luciferin-H EGE luminescence, 30 min; inhibition, % at 5 µM; actives 21% (n = 96,000); AID 778;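 active = CYP2C19 inhibition above a set limit at 5 µM in the primary screen, cut at about 50% in these data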;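 note: plate controls were negative control wells for no effect and 2.5 mM tranylcypromine positive control for full effect; values of inactives mirror those of a sister screen read the other way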
CYP2C9 act – activators of human CYP2C9 | P11712 | recombinant CYP2C9, luciferin-H conversion, luminescence; active compounds read high; factor 1 = untreated enzyme, 0 = blocked | activation factor at 5 µM | actives 1.4% (n = 96,000) | AID 1024;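 active = activation factor of 2 or more for CYP2C9 at a 5 µM dose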;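 note: 0 = sulfaphenazole-blocked wells and 1 = vehicle-only wells; values of inactives mirror those of a sister screen read the other way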
CYP2C9 inhib – inhibitors of human CYP2C9; P11712; CYP2C9 Supersomes, luciferin-H conversion, luminescence; inhibition, % at 5 µM; actives 20% (n = 96,000);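 active = blocking of liver enzyme CYP2C9 beyond about 50% at 5 µM, limit read from the data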; note: values of inactives mirror those of a sister screen read the other way
PostGolgi yeast – growth inhibition of a yeast mutant, post-Golgi transport screen; post-Golgi transport phenotypic cell assay; inhibition, % at 10 µM; actives 0.9% (n = 98,000); AID 739; in the data active = inhibition above about 30%;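 note: yeast cells grown in 1536-well plates; yeast grown about 18 h at 30C before absorbance read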
EphB4 ephrin blk – antagonists of human EphB4-ephrin-B2 interaction; P54760; EphB4 LBD / TNYL-RAW-Alexa532 peptide, fluorescence polarization; inhibition, % at 7 µM; actives 0.15% (n = 97,000);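 active = inhibition above the screen-wide mean inhibition plus 3 SD, cut at about 15% in these data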;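 note: 0% = DMSO wells and 100% = excess unlabeled TNYL-RAW peptide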
Ecoli WT expand – E. coli BW25113 growth inhibition, expanded screen; growth inhibition, % at 100 µM; AID 710; OD600 absorbance; actives 0.15% (n = 98,000);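 active = growth inhibition above about 50% at one test dose, limit read from the data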;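 note: growth measured after 20 h incubation at 37 °C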
CYP2C19 act – cytochrome P450 2C19 (human) activation; P33261; recombinant CYP2C19, luciferin-H EGE luminescence; active compounds read high; 0 = fully inhibited enzyme, 1 = untreated enzyme; activation factor at 5 µM; 96,000 tested, under 10 active;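 active = activation factor of at least 2 at 5 µM in the primary screen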;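 note: 0 = wells with 2.5 mM tranylcypromine and 1 = vehicle-only wells; values of inactives mirror those of a sister screen read the other way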
PLAP activator – human PLAP activation | P05187 | purified PLAP enzyme, luminescent substrate read-out; active compounds read high | activation fold at 20 µM | actives 1.2% (n = 96,000) | AID 696; in the data active = activation fold above about 2
PTK2B oligo ant – Pyk2 (human) oligomerization antagonism. AID 1347419. z-score (the deposit names both 25 µM and 10 µM). Q14289. Q293 cells, Pyk2 FERM NanoBiT luminescence; active compounds read low. actives 0.83% (n = 99,000);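 active = Z-score of -3 or lower, scaled per plate to the spread of control and sample wells; inactive = z-score above -3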;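 note: negative z-score means lost luminescence so less FERM oligomerization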
Target sequence (Q14289 whole entry, looked up): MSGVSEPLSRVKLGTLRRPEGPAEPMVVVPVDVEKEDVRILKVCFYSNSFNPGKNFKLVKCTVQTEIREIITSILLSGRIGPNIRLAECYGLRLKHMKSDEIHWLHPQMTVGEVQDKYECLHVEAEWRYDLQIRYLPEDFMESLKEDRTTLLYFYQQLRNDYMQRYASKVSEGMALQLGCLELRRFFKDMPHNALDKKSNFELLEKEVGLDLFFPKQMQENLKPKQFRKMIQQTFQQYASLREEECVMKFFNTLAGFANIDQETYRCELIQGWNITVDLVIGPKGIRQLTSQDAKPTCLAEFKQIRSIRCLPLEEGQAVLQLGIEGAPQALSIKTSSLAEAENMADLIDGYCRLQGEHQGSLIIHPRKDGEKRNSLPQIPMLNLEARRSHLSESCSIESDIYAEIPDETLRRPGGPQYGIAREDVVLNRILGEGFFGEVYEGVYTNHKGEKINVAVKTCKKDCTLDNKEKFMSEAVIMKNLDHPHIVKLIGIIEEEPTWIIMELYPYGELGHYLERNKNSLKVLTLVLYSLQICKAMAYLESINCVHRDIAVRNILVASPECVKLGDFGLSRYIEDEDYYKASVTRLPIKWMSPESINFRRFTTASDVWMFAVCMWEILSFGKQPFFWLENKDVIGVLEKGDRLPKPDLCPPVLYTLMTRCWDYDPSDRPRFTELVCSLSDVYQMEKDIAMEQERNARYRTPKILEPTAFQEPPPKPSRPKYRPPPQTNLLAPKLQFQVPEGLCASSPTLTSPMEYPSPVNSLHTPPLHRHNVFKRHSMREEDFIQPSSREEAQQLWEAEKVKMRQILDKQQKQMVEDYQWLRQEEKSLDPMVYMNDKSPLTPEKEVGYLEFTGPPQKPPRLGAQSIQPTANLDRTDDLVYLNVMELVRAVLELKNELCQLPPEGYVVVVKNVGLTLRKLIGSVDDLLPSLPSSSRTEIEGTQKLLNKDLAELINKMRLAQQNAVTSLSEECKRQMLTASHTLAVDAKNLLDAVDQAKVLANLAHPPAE
Numbers without * were called inactive; . = no result given.

SMILES	CYP2C19 inhib	CYP2C9 act	CYP2C9 inhib	PostGolgi yeast	EphB4 ephrin blk	Ecoli WT expand	CYP2C19 act	PLAP activator	PTK2B oligo ant
CCOC(=O)N1CCC(NS(=O)(=O)c2cc3c(cc2C)NC(=O)CO3)CC1	5	0.9	7	3	-6	-1	1	1	0.77
CC1(C)CC(=O)C(C=Nc2ccc3c(c2)OCO3)=C(O)C1	0	1	4	12	-5	2	1	0.9	-0.27
O=C1CCCCCC1C1(O)C(=O)Nc2ccc(Br)cc21 (stereo not drawn)	52*	1.1	-9	-8	-2	6	0.5	1.1	0.27
CC12CN(C(=O)c3ccco3)CC(c3ccccc3)(CN(C(=O)c3ccco3)C1)C2=O	.	.	.	6	-7	-6	.	.	-0.08
COc1ccc(C(C)(C)C)cc1NC(=O)c1c(C)noc1C	12	0.9	9	-13	3	1	0.9	1	0.13
COC(=O)c1ccccc1NC(=O)CN(c1cc(OC)ccc1OC)S(C)(=O)=O	91*	0	98*	-3	2	4	0.1	1.6	-0.06
COc1ccc(CNC(=O)COC(=O)c2n[nH]c3ccccc23)cc1	46	0.5	48	11	4	-9	0.5	1.5	2
Cc1ccc(NC(=O)CSc2nnc(-c3ccc(S(=O)(=O)N4CCOCC4)cc3)n2C)cc1	29	0.6	36	-10	-2	3	0.7	1	-0.4
O=C(Cn1c(=O)c2c(ncn2Cc2ccccc2)n(Cc2ccccc2)c1=O)N1CCc2ccccc21	42	0.7	27	-10	-2	-9	0.6	1.6	-0.6
CC1(C)CC(=O)C=C(Nc2ccc(OCC(F)(F)C(F)F)cc2)C1	5	0.9	11	14	-5	4	1	0.8	0.9
C=CC(O)(C#CCN(CC)CC)c1ccccc1 (stereo not drawn)	45	0.9	12	-3	-3	1	0.5	1.1	-0.28
O=C(CSc1nnc(-c2cnccn2)n1Cc1ccco1)c1ccccc1	35	0.6	38	1	11	-2	0.7	0.9	1.4
COc1ccccc1-c1nc2n(n1)C(c1ccccc1Cl)C(C(N)=O)=C(C)N2 (stereo not drawn)	31	1	5	-2	1	-5	0.7	1.4	.
Cc1nc2c(cnn2-c2ccccc2Cl)c(=O)n1-c1ccc(C(C)C)cc1	18	1.2	-22	5	8	-6	0.8	1.2	-1.6
N#CC1=C(N)N(c2ccccc2)C(c2ccccc2)C1(C#N)C#N (stereo not drawn)	29	0.4	55*	9	8	-6	0.7	1	-0.79

Three entries already listed, ordered by SMILES length, highest first:
SMILES	CYP2C19 inhib	CYP2C9 act	CYP2C9 inhib	PostGolgi yeast	EphB4 ephrin blk	Ecoli WT expand	CYP2C19 act	PLAP activator	PTK2B oligo ant
O=C(Cn1c(=O)c2c(ncn2Cc2ccccc2)n(Cc2ccccc2)c1=O)N1CCc2ccccc21	42	0.7	27	-10	-2	-9	0.6	1.6	-0.6
COc1ccccc1-c1nc2n(n1)C(c1ccccc1Cl)C(C(N)=O)=C(C)N2 (stereo not drawn)	31	1	5	-2	1	-5	0.7	1.4	.
COC(=O)c1ccccc1NC(=O)CN(c1cc(OC)ccc1OC)S(C)(=O)=O	91*	0	98*	-3	2	4	0.1	1.6	-0.06

Other structures follow.
SMILES	CYP2C19 inhib	CYP2C9 act	CYP2C9 inhib	PostGolgi yeast	EphB4 ephrin blk	Ecoli WT expand	CYP2C19 act	PLAP activator	PTK2B oligo ant
COc1cccc(NS(=O)(=O)c2c(C)n(C)c(=O)n(C)c2=O)c1	15	1	0	7	2	-12	0.8	1.1	.
CC1(C)NC(=O)N(CC(O)CN2C(=O)CCC2=O)C1=O (stereo not drawn)	-8	1.2	-22	-20	-1	6	1.1	1.1	-0.07
CCCn1c(N)c(N2CCCCC2)c(=O)n(CC(=O)Nc2ccc(OC(F)(F)F)cc2)c1=O	-16	1	3	5	-6	-14	1.2	1	1.6
COC(=O)C1=C(C)N=C2SCCC(=O)N2C1c1cc(Br)ccc1OC (stereo not drawn)	15	0.9	12	22	-9	1	0.8	1.3	0.01
Cc1ccc(C(=O)NNC(=S)Nc2cccc(Cl)c2Cl)cc1[N+](=O)[O-]	25	0.2	76*	.	12	0	0.8	1.3	2.7
CC(NC(=O)NC12CC3CC(CC(C3)C1)C2)C1CCCO1 (stereo not drawn)	.	.	.	0	-4	-8	.	.	-0.46
CCOC(=O)c1cccc(N2C(=O)C3C(C(=O)NC4CC4)C4(C)C=CC3(O4)C2C(=O)NC(C)(C)C)c1 (stereo not drawn)	14	1	4	8	-1	-2	0.9	1.3	0.17
O=C(Cn1c(=O)oc2cc(S(=O)(=O)N3CCCCCC3)ccc21)NC1CCCCCCC1	15	0.7	26	-10	1	1	0.8	0.9	.
Cc1ccccc1C(=O)Nc1ccc(C(=O)NNC(=O)CCCOc2ccc(Cl)cc2Cl)cc1	-4	0.9	6	-13	-4	1	1	0.9	0.81
CN(C)c1ncc(S(=O)(=O)c2ccc(Cl)cc2)c(-c2ccccc2)n1	97*	0.4	60*	-4	3	-6	0	1	-0.71
O=C1NC(Cc2c[nH]c3ccccc23)C(=O)N1CCOc1ccccc1 (stereo not drawn)	82*	0.4	57*	28	-9	1	0.2	1.1	1.4
O=C(COC(=O)COc1ccc(Cl)cc1)NC1CCCCC1	45	0.7	30	-6	6	5	0.5	0.8	0.6
CC1(C)CC(=O)C(/C=N/n2c(C(F)(F)F)nc3ccccc3c2=O)=C(O)C1	-9	0.7	30	-1	2	1	1.1	1	1.8
O=C(Nc1ccc(NC(=O)c2ccco2)cc1)c1ccc2c(c1)OCO2	6	0.9	8	2	-2	-19	0.9	1.1	0.07
CCC(=O)NC1=C(C#N)C2(CCCC2)Cc2ccccc21	28	0.8	19	-5	.	-1	0.7	1.1	0.1
CCOC(=O)N1CCN(C(=O)c2cn(C)c(=O)c3c2c2ccccc2n3C)CC1	-10	1	2	0	-4	3	1.1	1.3	-0.5
c1cnc(SCCOc2cccc3ccccc23)nc1	57*	1.5	-47	1	-1	-1	0.4	0.7	-0.35
CCOC(=O)C1CCN(S(=O)(=O)c2ccc(-n3cnnn3)c(C)c2)CC1	15	1.1	-14	17	3	0	0.9	1.1	0.91
CCN1C(=O)CSc2ccc(C(=O)NCc3ccc(OC)cc3)cc21	80*	0.1	86*	-8	8	-4	0.2	1.9	0.63
COc1ccc(CCNC(=O)NC(C(F)(F)F)C(F)(F)F)cc1OC	23	1	4	6	3	-6	0.8	1	0.21
COc1ccc(-c2oc3ncnc(NCCCN4CCOCC4)c3c2-c2ccc(OC)cc2)cc1	24	0.1	94*	-2	5	9	0.8	1.9	-1.8
Cc1ccc(Oc2ccc(-c3nc(N)nc(N)n3)cc2)cc1	6	0.9	7	7	-10	0	0.9	0.9	0.48
Cc1cccc(NC(=O)CSc2nc3ccccc3c3nc(CCc4c(C)n[nH]c4C)nn23)c1	66*	0.1	88*	0	2	-6	0.3	1.4	-1.6
CCOc1ccc2nc(SCC(=O)c3cccs3)sc2c1	55*	0.7	32	-6	-3	-1	0.4	1.3	0.51
O=C(Nc1ncc(Cc2ccc(SC(F)F)cc2)s1)c1ccccc1	11	0.7	32	-8	-7	-1	0.9	1	-2
Cc1nc(-c2ccc(C(=O)O)cc2)cs1	31	0.9	15	-2	-10	-5	0.7	1	1.4
CS(=O)(=O)CCC(C(=O)n1nnc2ccccc21)N1C(=O)c2ccccc2C1=O (stereo not drawn)	-14	1.1	-9	-11	.	-6	1.1	0.9	0.78
C/C(=N/NS(=O)(=O)c1ccc(Cl)cc1)c1cccc(NC(=O)c2ccc(Cl)cc2Cl)c1	75*	0	97*	-4	-11	-6	0.3	1.1	1.5
Cc1nn(Cc2ccccc2)c(Cl)c1C(=O)NCc1ccc(C)n1C	32	0.6	37	0	1	-1	0.7	1.3	-0.16
O=C(C1=C(O)C(=O)N(CCCN2CCOCC2)C1c1ccccn1)c1cc2ccccc2o1 (stereo not drawn)	-18	1.2	-21	4	4	-8	1.2	1.6	0.17
O=C1CC(c2ccccc2)CN1S(=O)(=O)c1ccccc1 (stereo not drawn)	99*	2.5*	-152	-6	12	6	0	0.9	.
Oc1ccccc1OCc1nc2ccccc2s1	30	0.9	11	-20	-2	12	0.7	0.8	-1.6
Cc1ccc2nc(SCC(=O)c3ccc4c(c3)OCO4)[nH]c2c1	41	0.3	69*	3	-4	2	0.6	0.9	0.57
Cc1nc2cc(Cl)ccc2n1CCO	-17	1.2	-16	-4	1	1	1.2	1	-0.47
CC(CCc1ccccc1)NC(=O)c1cc2sccc2n1C (stereo not drawn)	14	0.7	28	-3	.	2	0.9	0.9	-0.52
Cc1cc(Cl)ccc1OCC(=O)N/N=C1\CCCc2ccccc21	17	0.7	30	-18	2	3	0.8	1.1	0.35
Cc1cc(Br)ccc1OCCCCNCCO	3	1.1	-9	1	3	14	1	0.9	0.06
Cc1ccc2c(c1)N(CCCC(=O)NCC1COc3ccccc3O1)C(=O)CO2 (stereo not drawn)	39	0.6	38	0	1	0	0.6	1.4	-0.34
COc1ccc(-c2cc(-c3ccc(OC)c(OC)c3)n[nH]2)c(O)c1	-2	1.2	-23	-12	-3	11	1	2.2*	-1.6
COc1ccc2oc(C(F)(F)C(F)(F)F)cc(=O)c2c1	2	0.9	7	-1	5	0	1	0.9	0.59
CC1(C)CC(=O)c2cnc(NC(=O)Cc3ccc(Cl)cc3)nc2C1	28	0.7	29	6	2	6	0.7	0.8	-0.07
Nc1c(C(=O)c2ccc(Br)s2)oc2ccccc12	21	0.8	23	2	5	4	0.8	0.7	-0.59
COCCN1CN=C(Nc2nc(C)c3ccc(C)cc3n2)NC1	0	1	-1	.	.	.	1	1.1	.
COc1ccc(C)cc1N(CC(=O)NC1CCCC1)C(=O)CCC(=O)Nc1cc(C)on1	29	0.6	40	-5	6	-3	0.7	1.3	-0.42
Cc1cccc(OCCNC(=O)c2ncn[nH]2)c1	-6	1.6	-62	-3	1	6	1.1	1.1	1.7
O=C(Nc1nc(-c2cccs2)cs1)c1ccc(S(=O)(=O)N2CCCCC2)cc1	39	0.4	60*	18	1	-8	0.6	1.1	.
Fc1ccccc1/C=C1\CCCC2=C1Nc1ncnn1C2c1ccccc1F (stereo not drawn)	45	0.6	44	-5	4	5	0.5	1.3	.
Cc1ccc(C(=O)Nc2ccc3c(c2)OCO3)cc1S(=O)(=O)N1CCCC1	46	0.4	58*	-5	-2	-2	0.5	0.8	-0.88
CCC(c1nc2ccccc2c(=O)n1CCCn1ccnc1)N1C(=O)c2ccccc2C1=O (stereo not drawn)	93*	0.1	85*	-7	-1	3	0.1	1.5	-1.1
O=C(CSc1nnc(Cc2ccccc2)o1)NCCc1ccccc1	28	0.8	21	24	0	13	0.7	0.9	0.86
O=C(Cc1cccs1)Nc1ccccc1C(=O)O	6	0.9	15	5	4	1	0.9	0.9	0.63
CCOC(=O)c1[nH]c(Cc2[nH]c(C(=O)OCC)c(C)c2CCC(=O)OC)c(CCC(=O)OC)c1C	58*	0.3	72*	-2	4	0	0.4	1.2	-1.6
CC(C)C(=O)Nc1nnn(C)n1	0	1	-1	12	-8	-1	1	0.9	0.44
COc1cc(C)ccc1OCCOc1c(C)cccc1Cl	14	0.8	21	0	1	5	0.9	1.1	-0.3
C/C(=C\C(=O)c1ccncc1)Nc1ccccc1O	97*	0.7	28	9	3	8	0	0.9	-0.27
CCC(CC)C(=O)Nc1cccc(/C(C)=N/NC(=O)c2ccccc2Cl)c1	51*	0.6	42	8	-5	8	0.5	1.1	-0.41
CC1CCN(CC(=O)Nc2sc3c(c2C#N)CCC3)CC1	43	0.4	56*	-8	1	0	0.6	1	-0.44
CCOC(=O)CSc1ncnc2c1cnn2-c1ccccc1	31	0.6	42	0	-1	-10	0.7	0.7	0.85
Cc1cc(C(=O)COC(=O)c2csc3c2CCCC3)c(C)n1C	-8	1.4	-37	-3	6	-8	1.1	0.8	0.2
CCC(Sc1nc2ccccc2c(=O)n1CCN1CCOCC1)C(=O)NCc1cccnc1 (stereo not drawn)	39	0.2	78*	-3	4	4	0.6	1.4	0.28
Cc1cc(/C=N/NC(=O)c2cccs2)c(C)n1-c1ccccc1	2	0.8	18	5	1	4	1	1.3	0.15
